Assay outcomes deposited in PubChem BioAssay by several laboratories.
FAS-TE inh: blocks the thioesterase domain of human fatty acid synthase. recombinant FAS-TE, OMFH fluorogenic substrate, fluorescence endpoint. inhibition, % at 15 µM. 360,000 tested, 0.67% active. AID 602261;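 active = compounds whose normalised, plate-corrected inhibition of enzyme fluorescence in the single-dose primary screen is 50% or more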;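 note: 0% = DMSO with enzyme and 100% = substrate without enzyme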
Neddylation inh: cullin neddylation inhibition; TR-FRET cullin neddylation, biochemical; calls only at 25 µM; 360,000 tested, 0.58% active; AID 651699; in the data active = inhibition above about 36%
PABP1 MLLE inh: blocks PAM2 peptide binding to the PABP1 MLLE domain. GST-MLLE / FITC-PAM2 fluorescence polarization. inhibition, % at 20 µM. 360,000 tested, 0.36% active; in the data active = inhibition above about 35%, passing the limit was not always enough;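 note: plate controls were DMSO wells with GST-MLLE for no effect and wells lacking GST-MLLE protein for full effect; some results filed as inactive read as strong as hits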
bovine MsrA act: activators of bovine methionine sulfoxide reductase A; activation, % at 10.6 µM; AID 602163; 360,000 tested, 0.3% active; purified bovine MsrA, absorbance read-out; in the data active = activation above about 7.5%;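 note: 0% = vehicle and 100% = reference activator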
Rin1 Abl inh: blocks binding of human Rin1 to Abl | P00519+Q13671 | 360,000 tested, 0.4% active | inhibition, % at 7.35 µM | TR-FRET Rin1/Abl binding, biochemical; in the data active = inhibition above about 5%, passing the limit was not always enough
MT1-MMP act inh: MT1-MMP (human) activation inhibition; P50281; HT1080 RFP-PRO-GFP cells, GFP/RFP ratio fluorescence, overnight; percent of plate control window, DMSO zero; GFP/RFP ratio change, % at 20 µM; 360,000 tested, 0.061% active;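 active = GFP/RFP ratio change of at least 30% with cell ATP level not reduced by more than half and red fluorescence within 50% of control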; note: strong numbers were not always called active
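system = RFP-PRO-GFP reporter HT1080 cells | dosing = 20 µM single dose, 1% DMSO | timing = overnight cell settling, then overnight compound exposure, 37 °C, 5% CO2 | read-out basis = GFP/RFP fluorescence ratio | controls = DMSO and RFP-L50D-GFP cell wells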
CendR NRP1 mod: modulators of CendR peptide binding to human neuropilin-1 | FAM-RPARPAR peptide binding to NRP-1, fluorescence polarization | 360,000 tested, 0.85% active | AID 602438 | inhibition, % at 25 µM;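 active = inhibition or corrected inhibition above about 18%, plus a signal ratio from 0.5 to 1.5, limit read from the data, passing the limit was not always enough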; note: strong numbers were not always called active
SKN-1 inh: blocks SKN-1 activity in C. elegans. C. elegans VP596 Pgst-4::GFP/RFP ratio, acrylamide-induced, 24 h. inhibition, % at 21.8 µM. 360,000 tested, 0.49% active. AID 624304;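 active = interference check ratio from 0.5 to 1.5 plus GFP to RFP signal ratio inhibition reaching or exceeding a fixed threshold, cut at about 30% in these data, passing the limit was not always enough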; note: some compounds called inactive have numbers as strong as hits
E coli Lon inh: E. coli protease La inhibition. inhibition, % at 7.94 µM. 360,000 tested, 0.42% active. AID 602123. P0A9M0. purified E. coli Lon protease, fluorescence polarization; in the data active = inhibition above about 13%, passing the limit was not always enough;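 note: 0% = enzyme with probe and DMSO and 100% = no enzyme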
Target sequence (P0A9M0 whole entry, looked up): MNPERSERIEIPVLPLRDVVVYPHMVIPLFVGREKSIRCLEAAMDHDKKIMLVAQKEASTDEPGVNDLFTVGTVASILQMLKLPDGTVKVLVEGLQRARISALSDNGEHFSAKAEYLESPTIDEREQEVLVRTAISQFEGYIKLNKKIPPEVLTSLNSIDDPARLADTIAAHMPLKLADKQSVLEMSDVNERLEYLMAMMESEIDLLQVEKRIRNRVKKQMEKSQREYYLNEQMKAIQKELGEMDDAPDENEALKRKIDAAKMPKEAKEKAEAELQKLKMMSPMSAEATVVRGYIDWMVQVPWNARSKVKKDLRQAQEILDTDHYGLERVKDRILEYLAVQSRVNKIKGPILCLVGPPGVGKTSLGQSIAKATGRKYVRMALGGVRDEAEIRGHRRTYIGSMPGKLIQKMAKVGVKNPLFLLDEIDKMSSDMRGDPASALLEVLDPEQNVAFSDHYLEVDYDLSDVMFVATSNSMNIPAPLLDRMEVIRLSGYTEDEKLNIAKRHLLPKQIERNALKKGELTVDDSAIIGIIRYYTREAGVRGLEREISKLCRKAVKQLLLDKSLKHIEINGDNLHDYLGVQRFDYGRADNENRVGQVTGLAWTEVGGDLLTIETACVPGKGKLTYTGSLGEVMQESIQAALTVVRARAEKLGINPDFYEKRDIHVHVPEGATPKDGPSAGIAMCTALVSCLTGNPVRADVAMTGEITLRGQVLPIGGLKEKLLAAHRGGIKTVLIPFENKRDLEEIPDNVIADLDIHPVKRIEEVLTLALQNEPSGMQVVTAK
* hit, by the source's call; i = inactive; . = not tested or not shown.

SMILES	FAS-TE inh	Neddylation inh	PABP1 MLLE inh	bovine MsrA act	Rin1 Abl inh	MT1-MMP act inh	CendR NRP1 mod	SKN-1 inh	E coli Lon inh
c1ccc(Nc2ccccc2Nc2ccccn2)nc1	-10	i	23	0	0	0	8	33	33*
Cc1cc(C(=O)Nc2ccccc2N2CCCCC2)no1	24	i	2	-2	-4	-4	7	11	-7
Cc1ccc2nc(Nc3ccccc3O)nc(-c3ccccc3)c2c1	-1	i	-18	-2	-2	9	0	2	6
O=C(NCCCn1ccnc1)c1cc(Cl)cc(Cl)c1	-5	i	4	-6	0	-1	10	1	5
Cc1c(Cl)cnc(NC(=O)COC(=O)c2ccc3c(c2)OCO3)c1Cl	8	i	-3	-3	-5	1	5	15	-7
COc1ccc2c(c1)c1ncn(CCN3CCNCC3)c(=O)c1n2C	-1	.	3	-4	-2	19	1	7	-15
CN1CCN(C(=O)C(C(=O)c2ccc(F)cc2)n2ccccc2=O)CC1 (stereo not drawn)	-7	i	2	0	2	4	5	5	-1
Nc1c(C(=O)CSc2ncccn2)c(=O)[nH]c(=O)n1C1CC1	-6	i	-19	-1	0	-1	4	9	-9
CSc1ccc(CN(C)C(=O)CSCC(=O)Nc2ccc(C)cc2)cc1	1	i	9	0	-1	0	-2	1	-18
COc1cc(NCc2ccccc2O)c2ncccc2c1	-4	i	-4	0	0	3	-1	12	-4
Cc1c(/C=N/NC(=O)CNc2ccccc2)c2ccccn2c1C(=O)c1ccc(Cl)cc1	33	i	7	-10	1	-1	-19	4	-11
CCOc1ccc(CCNC(=O)Cc2nn[nH]n2)cc1OCC	-9	i	-10	-11	2	0	4	9	2

The final five compounds of the part before come first, to join the parts.
SMILES	FAS-TE inh	Neddylation inh	PABP1 MLLE inh	bovine MsrA act	Rin1 Abl inh	MT1-MMP act inh	CendR NRP1 mod	SKN-1 inh	E coli Lon inh
Nc1c(C(=O)CSc2ncccn2)c(=O)[nH]c(=O)n1C1CC1	-6	i	-19	-1	0	-1	4	9	-9
CSc1ccc(CN(C)C(=O)CSCC(=O)Nc2ccc(C)cc2)cc1	1	i	9	0	-1	0	-2	1	-18
COc1cc(NCc2ccccc2O)c2ncccc2c1	-4	i	-4	0	0	3	-1	12	-4
Cc1c(/C=N/NC(=O)CNc2ccccc2)c2ccccn2c1C(=O)c1ccc(Cl)cc1	33	i	7	-10	1	-1	-19	4	-11
CCOc1ccc(CCNC(=O)Cc2nn[nH]n2)cc1OCC	-9	i	-10	-11	2	0	4	9	2
C=CCn1c(N2CCN(c3ccc(OC)cc3)CC2)nc2c1c(=O)n(C)c(=O)n2C	2	i	-1	-2	3	-3	4	-12	0
CCCNC(=O)C(Cc1ccccc1)NC(=O)c1ccc(-c2ccccc2)cc1 (stereo not drawn)	-10	i	-9	-6	3	-3	12	4	8
CCCCc1ccc(NC(=O)c2ccc(NS(C)(=O)=O)cc2)cc1	-2	i	-3	-2	3	5	0	6	-8
Clc1cccc(Cl)c1OCCOCCNCc1ccccc1	1	i	-2	-1	0	4	-4	1	-11
COC(=O)c1ccc(OCC(=O)c2ccc(O)cc2O)cc1	-4	i	17	-4	-3	4	-7	7	13
O=C(CSc1n[nH]c(-c2ccco2)n1)N1c2ccccc2Sc2ccccc21	-10	i	-9	-4	0	5	-12	1	-4
Cc1c(C(=O)N(CC(C)C)c2c(N)n(Cc3ccccc3)c(=O)[nH]c2=O)sc2nc3n(c(=O)c12)CCC3	-2	i	-2	-8	2	-3	-8	5	6
CN(C)C(=O)CSc1ccc(S(=O)(=O)N2CCOCC2)cn1	-11	i	13	-2	4	-2	7	3	-1
COc1ccc(C(C)NC(=O)c2ccncc2)cc1 (stereo not drawn)	-2	i	-3	-1	0	-5	15	26	2
CCOc1cccc(N2C(=O)CC(N3CCN(c4nc5ccccc5s4)CC3)C2=O)c1 (stereo not drawn)	-54	i	4	-3	0	3	0	3	-9
O=C(C(=O)N1CCC(Cc2ccccc2)CC1)c1cccc(Br)c1	.	i	.	.	.	-4	-4	2	.
COc1ccc(CC(=O)O/N=C(\N)c2ccccn2)cc1OC	-4	i	-2	-7	5	3	8	-15	-7
CC(=O)NCCC(=O)Nc1cc(S(=O)(=O)N2CCCCC2)ccc1Oc1cccc(C)c1	-3	i	-8	-1	3	3	6	2	3
C[N+](C)(C)C/C=C1/COCO1	-11	i	-112	-11	2	2	11	9	1
O=C(NNC(=O)c1ccc(O)cc1O)c1ccc(-c2ccccc2)cc1	8	i	-3	0	1	7	7	17	-3
Cc1cc(C)cc(C(=O)N(Cc2ccco2)c2c(N)n(Cc3ccccc3)c(=O)[nH]c2=O)c1	-8	i	-14	-4	1	-2	0	1	-8
COC(=O)c1c(S(=O)(=O)N2CCOCC2)c(C)n(C)c1C	-6	i	10	-9	-2	1	-3	-1	2
CC1CCN(C(=O)Cn2c(=O)n(Cc3ccco3)c(=O)c3sccc32)CC1	-1	i	-6	-8	1	2	-12	-7	7
CC(C)NCC(O)COc1cccc2ccccc12 (stereo not drawn)	-2	i	8	-7	-2	0	-2	3	17
Cc1cccc(CCNC(=O)CN(C)S(=O)(=O)c2cnc[nH]2)c1	-8	i	-8	-3	-4	-1	4	-3	0
CCOc1cc(N(CC)CC)ccc1/C=C(/C#N)c1nc2ccccc2[nH]1	-75	i	176	-4	-5	-338	-7	18	i
COc1ccc(Cl)cc1N1C(=N)SCC1=O	-7	i	-1	-1	-5	-9	7	1	2
CN1CCN(c2ccc(S(=O)(=O)N3CCCCC3)cc2[N+](=O)[O-])CC1	-4	i	7	0	-9	3	-2	-14	7
Cc1ccc(C2=NCCn3c2c2ccc([N+](=O)[O-])cc2[n+]3[O-])cc1	-4	i	-13	-6	-4	-4	-111	4	-27
COC(=O)c1ccc(C2Nc3ccc(/C(C)=N/NC(=O)C(OC)c4ccccc4)cc3C3C=CCC32)cc1 (stereo not drawn)	-2	i	6	-8	2	4	-4	-15	2
O=C(CCc1nnc(Cc2c[nH]c3ccccc23)o1)NC1CCCC1	1	i	0	0	-2	1	-9	4	-13
N#C/C(C(N)=O)=C1/CCCN1Cc1ccccc1	-5	i	-4	0	3	3	2	-7	-7
COc1cccc(CNCCc2c[nH]c3ccccc23)c1OCc1ccc(F)cc1	-14	i	3	-5	0	-3	-4	-11	-1
CCN(CC)CCN(Cc1cc2cc3c(cc2[nH]c1=O)OCCO3)C(=S)NCCCN(C)C	-8	i	-41	-4	-2	0	3	5	-5
O=C(O)C1CCC(=O)N1C(=O)OCc1ccccc1 (stereo not drawn)	-5	i	12	-5	2	3	-4	22	9
O=C(NNC(=O)c1ccccc1O)c1ccco1	-3	i	2	-2	0	-4	-6	2	-3
CCOc1ccccc1/C=N/NC(=O)c1cccc(S(=O)(=O)N2CCOCC2)c1	0	i	-4	-4	-1	0	10	10	-3
CC1CCCCN1CC(O)COCCC12CC3CC(CC(C3)C1)C2 (stereo not drawn)	-4	i	16	-15	1	2	0	-17	-8
Cc1nn(CC(=O)Nc2ccc3c(c2)nc(CN2CCCCC2)n3C)c(=O)c2ccccc12	-2	i	-6	-2	1	6	-4	3	-6
c1ccc(CSCc2cn3ccsc3n2)cc1	-5	i	0	-1	-3	7	-14	7	1
N#Cc1cnn(Cc2ccc(Cl)cc2)c1N	-2	i	-6	-2	-5	4	7	22	-2

Compound profiles, as listed above. Screens in order: FAS-TE inh, Neddylation inh, PABP1 MLLE inh, bovine MsrA act, Rin1 Abl inh, MT1-MMP act inh, CendR NRP1 mod, SKN-1 inh, E coli Lon inh
Record of COc1cccc(CNCCc2c[nH]c3ccccc23)c1OCc1ccc(F)cc1 : -14, i, 3, -5, 0, -3, -4, -11, -1
Record of O=C(CCc1nnc(Cc2c[nH]c3ccccc23)o1)NC1CCCC1 : 1, i, 0, 0, -2, 1, -9, 4, -13
Record of N#Cc1cnn(Cc2ccc(Cl)cc2)c1N : -2, i, -6, -2, -5, 4, 7, 22, -2

4 compounds out of the list, sorted by SMILES length, lowest first.
SMILES	FAS-TE inh	Neddylation inh	PABP1 MLLE inh	bovine MsrA act	Rin1 Abl inh	MT1-MMP act inh	CendR NRP1 mod	SKN-1 inh	E coli Lon inh
C[N+](C)(C)C/C=C1/COCO1	-11	i	-112	-11	2	2	11	9	1
Clc1cccc(Cl)c1OCCOCCNCc1ccccc1	1	i	-2	-1	0	4	-4	1	-11
N#C/C(C(N)=O)=C1/CCCN1Cc1ccccc1	-5	i	-4	0	3	3	2	-7	-7
Cc1nn(CC(=O)Nc2ccc3c(c2)nc(CN2CCCCC2)n3C)c(=O)c2ccccc12	-2	i	-6	-2	1	6	-4	3	-6

Continued.
SMILES	FAS-TE inh	Neddylation inh	PABP1 MLLE inh	bovine MsrA act	Rin1 Abl inh	MT1-MMP act inh	CendR NRP1 mod	SKN-1 inh	E coli Lon inh
Nc1ncnc2c1ncn2C1CCCC(CO)O1 (stereo not drawn)	-10	i	8	-2	0	6	-10	-1	-4
C=CCc1cc(Cl)ccc1OCCCNCCO	-7	i	5	-4	1	0	10	1	-3
CCN(C[C@H]1N[C@@](C)(C(=O)OC)[C@H]2C(=O)N(C)C(=O)[C@@H]12)C(=O)c1ccc(C(C)(C)C)cc1	-14	i	-2	0	0	3	-7	4	-5
CCCOc1ccc(C(CC(=O)O)NC(=O)CC(c2ccccc2)c2ccccc2)cc1 (stereo not drawn)	15	i	-13	-2	1	3	-9	14	2
C=CCNC(=S)Nc1cccc2ccccc12	-10	i	28	-1	2	-2	-4	13	-3
COc1ccc(NC(=O)C2CCCN(C(=O)NC3CCCCC3)C2)cc1OC (stereo not drawn)	-11	i	10	-5	1	9	-4	-9	-4
CNC(=O)COC(=O)c1cc(NC(=O)c2ccco2)c(OC)c(OC)c1	-5	i	-4	-3	-2	-3	14	19	-7
Clc1cccc(-c2nnc(-c3ccccc3)o2)c1	5	i	17	1	3	3	4	24	8
CCCC(=O)Nc1ccc(-c2cn3cccnc3n2)cc1	-7	.	5	-10	0	3	2	-13	-5
CCCn1c(NC(=S)Nc2ccccc2)nc2ccccc21	16	i	26	-2	-1	6	6	7	-3
Cc1ncc(S(=O)(=O)C(C)(C)C)c(N)n1	-4	i	-15	-1	0	-2	6	-13	-12
Cn1nccc1C(=O)NC(=S)Nc1sc2c(c1C#N)CCCCC2	-1	i	11	-8	0	0	-6	-30	3
Cc1ccc(NC(=O)COc2cccc(-n3cnnn3)c2)cc1[N+](=O)[O-]	36	i	-8	1	3	2	-9	11	-4
NC(=O)CSc1n[nH]c(-c2ccco2)n1	-5	i	-10	-2	-4	3	-1	-3	-3
Cc1cc(C)c(S(=O)(=O)Nc2ccc(O)c(Sc3ncn[nH]3)c2)c(C)c1	-29	i	13	6	0	-2	8	-2	-5
COc1ccc(-c2cc(C(F)F)n3ncc(C(=O)NCC4CCCO4)c3n2)cc1 (stereo not drawn)	0	i	-4	-5	-2	6	7	11	-15
CC1(C)N=C(N)NC(Nc2ccccc2Cl)=N1	-4	i	2	-3	3	-2	14	1	-8
COc1ccccc1/C=C/C(=O)OCC(=O)NCCC1=CCCCC1	-2	i	-5	-1	-1	-1	5	2	0
